ROCK2 blocker: inhibitors of human ROCK2 kinase, primary screen, biochemical, high-throughput, luminescence | purified ROCK2, Kinase-Glo ATP depletion luminescence | AID 604, 2007 | actives 0.35% (n = 60,000) | inhibition, % at 6 µM | Rho-associated protein kinase 2 (Homo sapiens), O75116;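 active = inhibition above the screen-wide mean inhibition plus 3 SD, cut at about 18% in these data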;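 note: plate controls were DMSO wells for no effect and Y-27632 control wells after no-enzyme background subtraction for full effect; many of its hits are not listed in these tables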
Target sequence (O75116 whole entry, looked up): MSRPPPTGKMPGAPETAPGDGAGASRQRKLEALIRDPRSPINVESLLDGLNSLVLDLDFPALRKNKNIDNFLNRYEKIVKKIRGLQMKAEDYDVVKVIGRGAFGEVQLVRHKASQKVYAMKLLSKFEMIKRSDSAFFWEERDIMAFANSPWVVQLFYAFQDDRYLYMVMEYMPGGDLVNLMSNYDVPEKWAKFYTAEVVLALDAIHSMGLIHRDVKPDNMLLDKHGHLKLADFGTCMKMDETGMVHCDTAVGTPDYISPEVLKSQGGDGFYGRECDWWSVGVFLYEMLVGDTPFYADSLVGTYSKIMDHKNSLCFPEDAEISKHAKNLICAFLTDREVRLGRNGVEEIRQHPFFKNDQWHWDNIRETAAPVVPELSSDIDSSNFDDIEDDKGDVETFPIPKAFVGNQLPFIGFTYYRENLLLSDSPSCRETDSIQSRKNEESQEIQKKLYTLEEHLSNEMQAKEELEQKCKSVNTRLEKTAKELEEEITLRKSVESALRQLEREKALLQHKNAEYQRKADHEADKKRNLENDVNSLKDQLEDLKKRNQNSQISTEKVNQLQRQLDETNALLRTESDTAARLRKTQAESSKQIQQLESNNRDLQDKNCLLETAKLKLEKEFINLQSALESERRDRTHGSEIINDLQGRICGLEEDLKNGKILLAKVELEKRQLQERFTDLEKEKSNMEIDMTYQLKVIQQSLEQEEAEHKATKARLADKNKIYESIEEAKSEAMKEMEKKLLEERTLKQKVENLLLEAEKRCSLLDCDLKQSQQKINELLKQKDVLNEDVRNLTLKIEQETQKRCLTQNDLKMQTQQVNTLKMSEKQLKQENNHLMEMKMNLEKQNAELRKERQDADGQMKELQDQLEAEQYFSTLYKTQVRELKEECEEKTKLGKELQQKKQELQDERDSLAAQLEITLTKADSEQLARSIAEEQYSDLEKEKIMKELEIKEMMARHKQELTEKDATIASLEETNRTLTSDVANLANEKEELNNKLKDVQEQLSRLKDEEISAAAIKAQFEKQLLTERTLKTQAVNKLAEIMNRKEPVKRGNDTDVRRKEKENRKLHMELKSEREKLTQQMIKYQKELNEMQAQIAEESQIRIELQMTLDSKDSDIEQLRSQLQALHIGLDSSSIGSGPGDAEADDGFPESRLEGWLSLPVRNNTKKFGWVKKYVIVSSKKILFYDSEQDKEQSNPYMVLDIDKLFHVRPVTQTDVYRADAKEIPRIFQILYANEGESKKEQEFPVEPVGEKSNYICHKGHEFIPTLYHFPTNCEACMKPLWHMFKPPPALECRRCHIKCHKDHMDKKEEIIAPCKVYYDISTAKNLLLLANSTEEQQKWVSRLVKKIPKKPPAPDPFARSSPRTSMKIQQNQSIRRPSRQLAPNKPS
Cdc25B block: inhibitors of Cdc25B phosphatase catalytic domain, primary screen, biochemical, OMFP fluorescence; M-phase inducer phosphatase 2 (Homo sapiens), P30305; recombinant Cdc25B, OMFP fluorescence Ex485/Em525; inhibition, %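 (compounds tested at 10 µM final in the well)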; actives 0.1% (n = 65,000); in the data active = inhibition above about 50%
DUSP1 inh: MKP-1 phosphatase inhibitors, primary screen, biochemical, in vitro; Dual specificity protein phosphatase 1 (Homo sapiens), P28562; recombinant MKP-1, OMFP hydrolysis fluorescence; inhibition, %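 (compounds tested at a single concentration somewhere between 10 and 100 µM)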; actives 0.15% (n = 65,000);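 active = inhibition above about 50%, limit read from the data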;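 note: 0% = DMSO max control wells and 100% = wells with enzyme stopped by NaOH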
Fluor 339 460: intrinsic fluorescence of library compounds, ex339/em460 – biochemical, MLSMR library, data from DPM-DC assay, artefact control, profiling panel | compound autofluorescence, ex339/em460 nm, NADH buffer; hits give high values; 1 = no-compound wells, NADH background | fluorescence fold increase at 10 µM | actives 5.5% (n = 65,000);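 active = at 10 µM, mean starting fluorescence two-fold or more over control wells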;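 note: signal is the first read of a kinetic run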
Hsp90 inh: tumor Hsp90 inhibitors, primary screen, cell lysate, fluorescence polarization, NCI-N417 lysate; actives 0.35% (n = 64,000); Heat shock protein HSP 90-alpha (Homo sapiens), P07900; Cy3B-geldanamycin FP displacement; inhibition, % at 30 µM;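 active = inhibition above 50%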;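 note: 0% = tracer plus lysate wells and 100% = tracer alone without lysate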
A340 absorber: compound light absorbance at 340 nm, profiling panel, artefact control, biochemical, MLSMR library, data from PS, PMK, MK assays | compound absorbance at 340 nm, fold over control | AID 708, 2007 | fold change at 10 µM | 65,000 tested, under 10 active;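 active = at 10 µM dose, initial 340 nm absorbance at least 2 fold that of control wells; inactive = change under 2 fold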;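 note: initial absorbance extrapolated from kinetic A340 decline of NADH oxidation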
JNK3 blocker: JNK3 kinase activity inhibitors, primary screen, biochemical, human, purified enzyme; Mitogen-activated protein kinase 10 (Homo sapiens), P53779; HTS; inhibition, % at 8 µM; actives 0.61% (n = 60,000); AID 746, 2007; in the data active = inhibition above about 17%;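 note: 0% = DMSO and 100% = reference inhibitor; many of its hits are not listed in these tables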
PKA kinase inh: inhibitors of human PKA kinase activity, primary screen, biochemical, ATP-depletion luminescence, Kemptide substrate; inhibition, % at 6 µM; actives 0.1% (n = 65,000); AID 524, 2006; cAMP-dependent protein kinase catalytic subunit alpha (Homo sapiens), P17612; PKA Kemptide phosphorylation, Kinase-Glo ATP luminescence;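 active = inhibition above the screen-wide mean inhibition plus 3 SD, cut at about 21% in these data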; note: many of its hits are not listed in these tables
Her2 expr inh: inhibitors of Her2 protein expression, primary screen, SKBR-3 cells, AlphaScreen, 66K library. HER2 level % of control, % at 10 µM. Receptor tyrosine-protein kinase erbB-2 (Homo sapiens), P04626. SKBR-3 HER2 protein level, 18-24 h; hits give low values. AID 645, 2007. actives 0.69% (n = 65,000);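 active = HER2 level under 5% of the carrier-only control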;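 note: 100% = DMSO carrier and 0% = 500 nM PU-H71 HSP90 inhibitor; lower value means stronger loss of Her2 protein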
An asterisk follows results filed as active; x = not tested or not shown. Some of the compounds tested; count on the stated rates, not on these rows.

Results follow in this order: ROCK2 blocker, Cdc25B block, DUSP1 inh, Fluor 339 460, Hsp90 inh, A340 absorber, JNK3 blocker, PKA kinase inh, Her2 expr inh
1: O=C(NC1CCCc2ccccc21)c1ccc(CNc2c(N3CCOCC3)c(=O)c2=O)cc1 (stereo not drawn)
→ 1, -5, 9, 1.1, -1, 0.99, -2, 6, 76
2: Cc1nn(Cc2ccccc2Cl)c(C)c1NC(=O)c1noc2c1CCCCC2
→ 3, -3, 6, 1.1, -2, 0.98, 3, 6, 94
3: N#Cc1ccccc1CSc1nc(O)cc(=O)[nH]1
→ 6, -4, 12, 1.1, 2, 0.99, 4, 8, 69
4: CC(=O)Nn1cc2c(=O)n(C)c(=O)n(C)c2c1
→ -2, 0, 0, 1, -3, 1, -8, -6, 75
5: COC(=O)c1ccccc1NC(=O)N1CCCC1
→ 8, -2, -2, 1.9, -1, 0.99, 1, 7, 92
6: CCOC(=O)C(Cc1ccccc1)NC(=O)CCc1c(C)nc2ncnn2c1C (stereo not drawn)
→ 6, -11, 1, 1.1, -1, 0.98, 1, 5, 117
7: CN(C)c1ccc(N=Cc2nc(-c3ccccc3)oc2O)cc1
→ 1, 11, 8, 1, 54*, 1.1, -4, 0, 85
8: COCCn1c(=S)[nH]c2cc(C(=O)N3CCc4ccccc43)ccc2c1=O
→ x, -15, -3, 0.93, -10, 1.1, x, 6, 103
9: COc1ccc(-c2[nH]ncc2-c2ccc(Cl)cc2)c(O)c1
→ 4, 12, 38, 1.1, 2, 1, 0, 7, 39
10: c1ccc(N2CCN(CCc3nnc4n3CCCCC4)CC2)cc1
→ -4, -2, 7, 1.1, 2, 1, -1, -7, 83
11: COC(=O)c1ccccc1NC(=O)CSc1nnnn1-c1ccc(C)cc1C
→ -1, -35, -8, 1.1, 2, 1, -6, -2, 61
12: CCOc1nc2ccccc2nc1NS(=O)(=O)c1ccccc1
→ 5, -4, 13, 1.1, -3, 1, 8, 14, 79
13: N#Cc1c(N)[nH]c(=S)c(C#N)c1-c1ccccc1
→ -2, -3, 2, 1.3, -3, 1.1, 7, 1, 91
14: COc1ccccc1-c1c(C)oc2cc(OC(=O)c3ccco3)ccc2c1=O
→ x, -4, 4, 2.1*, 0, 1.1, x, 2, 120
15: N#Cc1ccc(CSc2nnc(-c3cnccn3)o2)cc1
→ 4, -1, 1, 1.1, 2, 0.99, -3, 9, 81
16: COc1ccc2[nH]c(C)c(C(=O)CN3CCc4cc(OC)c(OC)cc4C3)c2c1
→ 4, -28, -8, 1.3, 0, 1, -4, -3, 60
17: CSc1nc(-c2ccccc2)nc(N2CCCC2)c1C(C)=O
→ 7, -9, -3, 1.1, 1, 1.1, -6, 8, 100
18: Cc1c(-n2c(CN3C(=O)c4ccccc4C3=O)nc3ccccc3c2=O)c(=O)n(-c2ccccc2)n1C
→ 1, -15, 14, 1.1, -3, 1, -2, -6, 75
19: c1ccc(-n2ncc3c(NCc4cccs4)ncnc32)cc1
→ -3, 4, 1, 1, 3, 0.99, 11, 1, 60
20: CCOc1cc(C2C(C(=O)OC)=C(C)N=C3SC(C)C(=O)N32)ccc1OC(C)=O (stereo not drawn)
→ 4, -12, 15, 1, -3, 1, -1, 8, 108
21: O=C(C1CC(=O)N(c2ccccc2)C1)N1CCN(C2=NS(=O)(=O)c3ccccc32)CC1 (stereo not drawn)
→ 0, -7, 9, 1, -3, 1, -2, 5, 87
22: CCOC(=O)c1sc(=S)n(-c2cc(F)ccc2F)c1N
→ x, -9, -1, 1.1, -2, 1.1, x, 0, 106
23: CCC(CC)C(=O)NCCc1cc2cc(C)c(C)cc2[nH]c1=O
→ 0, -4, 14, 1.2, 0, 1.1, 5, 1, 96
24: O=C(Cn1c(SCC(=O)NC2CCCC2)nnc1-c1ccncc1)Nc1ccc2c(c1)OCO2
→ 5, -11, 6, 1.1, -2, 0.98, -5, 6, 110
25: COC(=O)C1=C(C)N(CCC2=CCCCC2)C(=O)C1
→ 6, 4, 26, 1.1, -11, 1, -3, 10, 89
26: Cc1cc(C(=O)NCc2ccccc2)c(=O)[nH]c1C
→ 2, -9, 6, 2.1*, -5, 1.1, -2, 4, 117
27: COCCCNC(=O)CCCn1c(=O)[nH]c2ccccc2c1=O
→ 2, -15, 9, 1.1, 2, 0.99, 4, 0, 117
28: O=C(CN1CCN(c2nc(-c3ccccc3)cs2)CC1)NCc1ccc2c(c1)OCO2
→ -2, -23, 28, 1.1, 1, 1, -6, 2, 85
29: CCOc1ccc(C2CC(=O)NC3=C2C(=O)CCC3)cc1Cl (stereo not drawn)
→ 4, -3, -3, 1, -2, 1, 3, 7, 95
30: COc1ccc(N2CCN(S(=O)(=O)c3cccc(C(F)(F)F)c3)CC2)cc1
→ -7, -6, 3, 1.2, -3, 1.1, 0, 2, 111

The listing continues:
Results follow in this order: ROCK2 blocker, Cdc25B block, DUSP1 inh, Fluor 339 460, Hsp90 inh, A340 absorber, JNK3 blocker, PKA kinase inh, Her2 expr inh
31: CCCCSc1nnc2nc(C)cc(C)n12
→ 3, 1, 21, 1.1, 1, 1, 0, -5, 97
32: COc1ccc(S(=O)(=O)N2CCN(c3ccc(C)cc3C)CC2)cc1OC
→ -2, 3, 5, 1, -3, 0.98, 0, -4, 101
33: C=C(C)c1nc(N)nc(N)n1
→ 7, 2, -22, 0.99, 3, 1, 1, 5, 117
34: CCOC(=O)N1CCN(C(=O)c2ccc3c(c2)NC(=O)C(N2CCOCC2)S3)CC1 (stereo not drawn)
→ 7, -2, -3, 1.1, 6, 1, -3, 13, 81
35: CCOC(=O)c1oc2c(CN3CCCCC3C)c(O)ccc2c(=O)c1-c1ccc(OC)c(OC)c1 (stereo not drawn)
→ 1, -2, -6, 1, 4, 1.2, -6, 0, 102
36: O=C(COc1ncnc2ccc(Br)cc12)Nc1ccc(N2CCOCC2)cc1
→ 2, -2, 26, 1.1, 5, 1, 5, 13, 109
37: Cc1ccc(CNC(=O)C2c3ccccc3C(=O)N3CCc4ccccc4C23)o1 (stereo not drawn)
→ -1, 3, 5, 1.1, -6, 1, 12, -2, 96
38: Cc1cc(-c2ccccc2)nc(N2CCN(c3ccccn3)CC2)n1
→ 5, 3, 1, 1.4, 0, 0.95, 3, 8, 84
39: CN1/C(=C\C(=O)C(F)F)C(C)(C)c2ccccc21
→ 7, -4, -3, 1.1, -33, 1, -2, 10, 150
40: COc1ccccc1C(=O)Nc1cc(-c2nn3c(C)nnc3s2)ccc1C
→ 0, 5, 32, 1.1, -3, 1, 3, 2, 104
41: CCOC(=O)c1sc2nc3c(cc2c1N)COC(C)(C)C3
→ 7, -1, 3, 1.5, -4, 1, -1, 11, 109
42: O=C(O)Cc1ccc(NC(=O)C2CCCCC2C(=O)O)cc1 (stereo not drawn)
→ 6, 0, 11, 1.1, -6, 1, 3, 9, 82
43: CCC(c1nnnn1C(C)(C)C)N(CCOC)Cc1cc2cccc(C)c2n2nnnc12 (stereo not drawn)
→ 2, -1, 11, 1, -2, 0.97, 4, 5, 78
44: CCC(=O)Nc1cc2c(cc1C(=O)c1ccccc1)OCCO2
→ 7, 0, -2, 1.3, -3, 1, 6, 7, 93
45: O=C(O)c1ccc(S(=O)(=O)N2CCC(c3nc(-c4ccccc4Cl)no3)CC2)cc1
→ 2, 2, 27, 1.1, 2, 0.98, 0, 9, 107
46: Cc1ccccc1NC(=O)N1CCCC(c2nc(-c3ccc(F)cc3)no2)C1 (stereo not drawn)
→ 13, -13, -20, 1.1, -4, 1, 2, 9, 97
47: CCCc1nn(C)c2c1C(c1cccnc1)C(C#N)=C(N)O2 (stereo not drawn)
→ -3, 1, -32, 1.1, 2, 1, 0, 0, 66
48: O=c1ccc2cc(S(=O)(=O)N3CCOCC3)ccc2o1
→ 0, 4, 5, 1.1, -2, 1, -7, -4, 97
49: COc1cccc(NC(=O)c2nc3ncccn3n2)c1
→ -1, -14, 4, 1.1, -2, 1, -4, 5, 158
50: COC(=O)c1cccc(C(=O)Nc2ccc(C)cc2)n1
→ -3, -8, 6, 1, -1, 1.1, 1, 1, 105
51: COc1cc(CO)cc(Br)c1OCC(=O)N1CCCCC1
→ -1, -2, -8, 0.98, -5, 1, 8, -2, 117
52: NC(=O)c1ccc(-n2nnnc2Oc2ccccc2)cc1
→ 12, -8, 12, 1.1, -6, 1.1, 0, 13, 102
53: CC1(C)CC(CCC(=O)Nc2ccc(S(N)(=O)=O)cc2)C(=O)O1 (stereo not drawn)
→ 2, 0, 11, 1.1, -4, 0.97, 0, -6, 103
54: COc1ccc(C/C(N)=N/n2cnnc2)cc1Cl
→ 9, 2, -5, 1, -1, 0.99, 4, 7, 80
55: CC1(C2(O)CC(c3ccccc3)ON2)CCCCC1 (stereo not drawn)
→ -10, -13, -12, 1, 1, 1, 0, 1, 137
56: O=C(CCc1ccccc1)Nc1nc2n(n1)C(c1ccccc1)CC(=O)N2 (stereo not drawn)
→ 1, 10, -9, 1.1, 2, 0.99, 0, 6, 71
57: COC(=O)c1cc(=O)nc2sc(-c3ccccc3)nn12
→ x, -2, 33, 1, -5, 1, x, 4, 95
58: Cc1ccccc1-n1nc2c(c1NC(=O)c1cccc(F)c1)CS(=O)C2 (stereo not drawn)
→ 2, -7, 7, 1.1, 0, 1, 4, 2, 91
59: CCOC(=O)C1=C(C)Nc2nc(C)nn2C1c1ccc(OC)c(OC)c1 (stereo not drawn)
→ -9, -10, 2, 1.1, -3, 1.1, -6, 0, 113
60: Cc1ccc(-c2cc(C(F)F)n3ncc(C(=O)N4CCN5CCCC5C4)c3n2)cc1 (stereo not drawn)
→ 10, 4, 4, 1.8, -5, 1.1, -8, 2, 61
61: CCOCCn1c(SCc2c(F)cccc2Cl)nc2c1c(=O)[nH]c(=O)n2C
→ 0, 1, -38, 1.1, -3, 1, -2, 5, 116
62: CCOCCn1c(N(C)Cc2ccccc2)nc2c1c(=O)[nH]c(=O)n2C
→ x, -2, 2, 1.1, x, 0.99, x, 6, 108

3 compounds out of the list, arranged by heavy-atom count, lowest first:
Results follow in this order: ROCK2 blocker, Cdc25B block, DUSP1 inh, Fluor 339 460, Hsp90 inh, A340 absorber, JNK3 blocker, PKA kinase inh, Her2 expr inh
51: COc1cc(CO)cc(Br)c1OCC(=O)N1CCCCC1
→ -1, -2, -8, 0.98, -5, 1, 8, -2, 117
38: Cc1cc(-c2ccccc2)nc(N2CCN(c3ccccn3)CC2)n1
→ 5, 3, 1, 1.4, 0, 0.95, 3, 8, 84
61: CCOCCn1c(SCc2c(F)cccc2Cl)nc2c1c(=O)[nH]c(=O)n2C
→ 0, 1, -38, 1.1, -3, 1, -2, 5, 116
